# STK33 kinase inh: inhibitors of human STK33 kinase; inhibition, % at 10 µM; 320,000 tested, 0.073% active; purified STK33, MBP phosphorylation, ADP-Glo luminescence; Q9BYT3; AID 2661;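 active = inhibition at or above 25%, using the most active replicate where run in duplicate; inactive = inhibition below 25%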
# Target sequence (Q9BYT3 whole entry, looked up): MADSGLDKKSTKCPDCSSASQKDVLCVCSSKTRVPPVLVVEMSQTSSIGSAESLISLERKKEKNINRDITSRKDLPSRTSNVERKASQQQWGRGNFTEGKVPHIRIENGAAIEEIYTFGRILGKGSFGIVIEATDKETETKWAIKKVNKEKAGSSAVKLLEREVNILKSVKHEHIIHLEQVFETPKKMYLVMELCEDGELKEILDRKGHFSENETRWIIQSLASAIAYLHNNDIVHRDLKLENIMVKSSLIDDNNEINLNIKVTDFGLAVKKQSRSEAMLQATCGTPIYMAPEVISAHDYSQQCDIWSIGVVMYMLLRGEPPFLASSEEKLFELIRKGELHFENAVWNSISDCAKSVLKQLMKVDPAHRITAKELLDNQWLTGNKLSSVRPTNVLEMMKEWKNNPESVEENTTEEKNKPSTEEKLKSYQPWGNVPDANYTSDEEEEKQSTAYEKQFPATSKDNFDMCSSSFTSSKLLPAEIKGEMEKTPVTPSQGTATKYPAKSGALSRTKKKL
# OX1R FRET antag: OX1R (human) antagonism. 330,000 tested, 1.8% active. OX1R-expressing cells, FRET antagonist read-out. O43613. inhibition, % at 6.6 µM. AID 485270; in the data active = inhibition mostly above about 38%, no sharp cut-off; inactive = mostly below about 40%;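 also: 0% = agonist challenge alone and 100% = reference antagonist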
# Target sequence (O43613 whole entry, looked up): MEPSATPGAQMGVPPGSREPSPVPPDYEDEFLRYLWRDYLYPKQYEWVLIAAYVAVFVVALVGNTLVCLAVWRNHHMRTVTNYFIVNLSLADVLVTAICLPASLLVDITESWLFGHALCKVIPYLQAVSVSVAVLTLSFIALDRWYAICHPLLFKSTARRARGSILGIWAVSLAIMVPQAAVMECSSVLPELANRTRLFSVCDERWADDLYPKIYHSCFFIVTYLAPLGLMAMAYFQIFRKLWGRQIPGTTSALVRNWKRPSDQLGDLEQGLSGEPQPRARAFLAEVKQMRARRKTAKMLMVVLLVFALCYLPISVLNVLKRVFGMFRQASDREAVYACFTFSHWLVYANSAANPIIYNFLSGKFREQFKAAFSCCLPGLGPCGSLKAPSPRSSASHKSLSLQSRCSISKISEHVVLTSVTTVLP
# * = called active by the depositor; nt = no result given.
# Start of the listing, in advance (2 entries):
STK33 kinase inh | OX1R FRET antag | mol
-1.7 | 12.1 | COCCN(C(=O)COC(=O)Cc1cccc2ccccc12)c1c(N)n(Cc2ccccc2)c(=O)[nH]c1=O
-0.8 | 12.2 | O=C(CCc1ccccc1)Nc1nc2n(n1)C(c1ccccc1)CC(=O)N2 (configuration not stated)

# Main list, from the start:
STK33 kinase inh | OX1R FRET antag | mol
-1.7 | 12.1 | COCCN(C(=O)COC(=O)Cc1cccc2ccccc12)c1c(N)n(Cc2ccccc2)c(=O)[nH]c1=O
-0.8 | 12.2 | O=C(CCc1ccccc1)Nc1nc2n(n1)C(c1ccccc1)CC(=O)N2 (configuration not stated)
0.6 | 15.7 | Cc1nc(SCC(=O)NCCc2ccccc2)n[nH]1
nt | 17.7 | CC(C)(C)OC(=O)C1=C(CO)CS[C@@H]2[C@H](NC(=O)Cc3ccccc3)C(=O)N12
-0.3 | 14.2 | CCOC(=O)c1c(C)[nH]c(C(=O)CSc2nc(C)cc(C)n2)c1C
0.0 | 22.9 | O=C(Nc1nccs1)C1CCCN1S(=O)(=O)c1ccc(Cl)cc1 (configuration not stated)
-0.5 | 12.8 | O=C(CN1CCC(C(=O)c2ccc(Cl)cc2)CC1)NC1CCCC1
0.0 | 15.1 | O=C(O)c1cccc(NS(=O)(=O)c2ccc(NC(=O)c3ccco3)cc2)c1
4.4 | 11.6 | CC1CN(CCOc2ccccc2C(C)C)CC(C)O1 (configuration not stated)
0.0 | 15.5 | CCN(CC)C(=O)C1CCN(Cc2ccc(Br)cc2)CC1
1.1 | 14.9 | CCCc1cc(=O)[nH]c(SCC(=O)c2cc(C)n(CCOC)c2C)n1
nt | 20.4 | O=C(NCCc1ccccc1)c1ccccc1[N+](=O)[O-]
0.9 | 26.2 | CCC(=O)Nc1cccc(C2=NOC3(C2)C[C@H](C(N)=O)N(C(=O)CC#N)C3)c1 (some centres not stated)
0.2 | 12.3 | Cc1c(C(=O)OCC(=O)Nc2ccc3c(c2)OCO3)cccc1[N+](=O)[O-]
-6.5 | 7.8 | CCOC(=O)Cc1cnc(NC(=O)c2ccccc2)s1
-0.5 | 6.2 | CC1CCCN(C(=O)c2ccc3c(=O)n(C4CCCC4)c(=S)[nH]c3c2)C1 (configuration not stated)
-0.8 | 9.1 | CCn1nc(C)c(CN2CCC(Oc3ccc(C(=O)N4CCCC4)cc3)CC2)c1C
-2.1 | 7.7 | CCC(C)NC(=S)Nc1ccc2nc(N3CCN(CC)CC3)cc(C)c2c1 (configuration not stated)
-0.4 | 45.4 | CN(C)Cc1ccccc1Sc1ccc2c(c1)CCCC2
0.8 | 21.8 | COc1ccc(-c2cc(=O)oc3cc(OCC(=O)NCCN4CCOCC4)ccc23)cc1
0.3 | 1.1 | COc1ccc(OC)c(CN(CCCN2CCOCC2)C(=O)Nc2ccccc2)c1
1.1 | 0.7 | Cc1ccc(CNC(=O)c2ccc(CNS(=O)(=O)c3ccc4c(c3)C(C)(C)C(=O)N4C)cc2)o1
3.4 | 17.1 | C(=C\c1ccccc1)/C=N/Nc1nc2ccccc2s1
0.7 | 7.1 | CC1(C)CC2(CCCN(CC(O)(c3ccccc3)c3ccccc3)C2)CCO1 (configuration not stated)
-1.1 | 7.8 | COc1ccccc1CNC(=O)/C=C/c1cc2c(cc1Br)OCO2
0.8 | 12.1 | Cc1ccc(CN2CCN(Cc3ccc(OCCO)cc3)CC2CCO)o1 (configuration not stated)
2.8 | 82.6* | COc1ccccc1CNC(=O)CCS(=O)(=O)c1cccc2nonc12
-3.1 | 20.1 | CCOC(=O)N1CCC(C(N)=O)CC1
nt | 4.0 | CC(C)=CCC/C(C)=C/CNC(=O)C[C@H]1C[C@H](C(=O)N2CCCCC2)[C@@]2(CCc3ccccc3)c3[nH]c4ccc(Cl)cc4c3CCN2C1=O
0.5 | 40.8 | O=C(COc1ccccc1)Nc1nc(-c2ccc(S(=O)(=O)N3CCOCC3)cc2)cs1
-0.7 | 31.8 | Cc1cc(C)c(C#N)c(SCC(=O)Nc2nnc(-c3ccccc3)s2)n1
-0.2 | -1.3 | Cc1ccc(S(=O)(=O)N2CCN(C(=O)COC(=O)CSc3cc(C)ccc3C)CC2)c(C)c1
-1.0 | 14.7 | CC(Cc1n[nH]c(=S)n1N)c1ccccc1 (configuration not stated)
1.4 | -5.6 | COc1ccc(CCNC(=O)CN(C)S(=O)(=O)c2ccc(OC)cc2)cc1
-0.7 | 5.7 | CC(C)(C)c1csc(SCC(=O)Nc2ccc(Cl)cn2)n1
-1.4 | 18.4 | Cc1nnc(NCc2ccco2)c2ccccc12
-3.1 | 2.7 | COc1ccc(/C=C/C(=O)N2CCN(c3ccccn3)CC2)cc1OC
-0.9 | 1.6 | O=C(NC(=S)NC1CC1)c1cccnc1
-1.0 | 9.9 | CSCCC(=O)N1CCCC(CNC(=O)c2ccc(-c3ccccc3)cc2)C1 (configuration not stated)
-0.5 | 7.2 | Cn1c(Cc2ccccc2)nnc1SCC(=O)N1CCN(c2ccccc2)CC1
-1.5 | 12.2 | COc1ccc(S(=O)(=O)n2nc(-c3ccc(Cl)cc3)cc2N)cc1OC
-0.8 | 10.2 | O=C(Nc1ccc2oc(-c3ccncc3)nc2c1)c1ccc(Br)o1
0.7 | 14.6 | CN(C)S(=O)(=O)c1ccc(NCC2COc3ccccc3O2)c([N+](=O)[O-])c1 (configuration not stated)
-0.9 | 16.2 | CN(C)Cc1c(O)ccc2c(=O)c(-c3ccccc3Cl)coc12
-0.8 | 10.0 | Cc1ccc(C2=NS(=O)(=O)N(C)C(C(=O)NCc3cccs3)=C2)cc1
-0.8 | 11.1 | CN(CC(=O)NCCc1ccccc1)S(=O)(=O)c1cnc[nH]1
-1.5 | -0.7 | Cc1nc2ccc(Br)cn2c1C(=O)N/N=C\c1ccc(C(C)C)cc1
-1.3 | 6.5 | Cc1ccc(N=C2C(=O)Nc3c(C)cccc32)cc1
0.0 | 14.3 | CCOc1ccc(NC(=S)N(CCN2CCOCC2)Cc2cc3cc4c(cc3[nH]c2=O)OCO4)cc1
-1.8 | 10.2 | NCCNC(=O)Cc1ccc(NC(=O)Cc2ccc(Nc3ncnc4c3ncn4[C@@H]3O[C@H](CO)[C@@H](O)[C@H]3O)cc2)cc1

# (list continues)
STK33 kinase inh | OX1R FRET antag | mol
-0.3 | 7.2 | COc1cc(NC(=O)CSc2nc3c(c(=O)[nH]2)CCCC3)cc(OC)c1OC
-2.1 | 20.3 | COc1cc(C2C3=C(CC(C)(C)CC3=O)OC3=C2C(=O)CC(C)(C)C3)cc([N+](=O)[O-])c1O
-0.4 | 39.7 | COc1ccc(-c2ccc(SCC(=O)c3ccc(F)cc3)nn2)cc1OC
-1.7 | 27.4 | Fc1ccc(-c2csc(Nc3ccccn3)n2)cc1
-0.3 | 22.9 | COc1ccc(C)cc1NC(=O)CN1CCN(c2ccc(F)cc2)CC1
0.2 | 14.9 | O=C(CN1CCCC1)Nc1ccc(NC(=O)Nc2ccccc2Cl)cc1
0.5 | 11.3 | CN(Cc1ccc(C(C)(C)C)cc1)C(=O)c1ccc2c(=O)n3c(nc2c1)CCC3
0.7 | 8.3 | O=C(Cc1ccccc1)n1nc(-c2ccco2)nc1SCc1ccccc1
-3.8 | 7.9 | Cc1ccccc1-n1c(SCC(=O)NC(N)=O)nc2sc(-c3ccccc3)cc2c1=O
-0.5 | 8.7 | Cc1nn(C)c(C)c1CNC(=O)Nc1ccc(Cl)cc1
nt | 14.0 | Clc1ccc(-c2nnn(Cc3nc4ccccc4s3)n2)cc1
-0.8 | 9.8 | CN(C(=O)COC(=O)c1ccc(Br)c(S(=O)(=O)N2CCOCC2)c1)C1CCCCC1
-0.3 | 8.8 | CCOc1ccc(-c2ncncc2-c2ccccc2OC)c(O)c1
-0.6 | 15.3 | O=C(c1cc([N+](=O)[O-])ccc1N1CCOCC1)N1CCN(S(=O)(=O)c2cc(Cl)ccc2Cl)CC1
-0.8 | 31.6 | O=C(COC(=O)c1ccc(CNS(=O)(=O)c2ccc(F)c(Cl)c2)cc1)NCC1CCCCC1
-0.3 | 18.0 | O=C1CC(c2ccccc2Br)c2cc3c(cc2N1)CCC3 (configuration not stated)
0.6 | 7.6 | COc1ccccc1N1CCN(C(=O)c2ccc(Br)o2)CC1
-1.3 | 8.2 | CCOC(=O)c1c[nH]c2c(C(F)(F)F)cccc2c1=O
1.2 | 6.9 | Cc1ccccc1S(=O)(=O)Cc1ccc(C(=O)NCCCN2CCCC(C)C2)o1 (configuration not stated)
4.8 | 18.6 | CCCCN(C(=O)CSc1nnc(Nc2ccccc2)s1)c1c(N)n(CCC)c(=O)[nH]c1=O
-1.5 | 20.1 | CC(CC(=O)Nc1nncs1)c1ccccc1 (configuration not stated)
-0.4 | 5.0 | CCOC(=O)c1c(CS(=O)(=O)c2ccccc2)n(C)c2cc(Br)c(O)cc12
1.1 | 11.9 | Cc1cccc(N(CC(=O)N2CCN(C)CC2)S(=O)(=O)c2ccccc2)c1
-0.9 | nt | Cc1ccccc1NC(=O)c1cccc(N2C(=O)C3C4CC(C(Br)C4Br)C3C2=O)c1 (configuration not stated)
-1.1 | 5.6 | CCCCc1nc2ccccc2c(C(=O)O)c1C
-0.7 | 10.1 | O=C(Nc1ccc(-c2ccccc2)cc1)c1ccco1
-3.1 | 9.8 | CC1CCc2nc(NC(=O)Cc3cccs3)sc2C1 (configuration not stated)
3.4 | 30.0 | O=C(NC(=S)N1CCN(c2c(Cl)cccc2[N+](=O)[O-])CC1)c1cccs1
-0.8 | 13.4 | O=C(c1nc2ccccn2c1CN1CCC(Cc2ccccc2)CC1)N1CCCC1
-1.3 | 11.9 | CC1=C(C(=O)N2CCOCC2)C(c2cccc3ccccc23)NC(=S)N1 (configuration not stated)
-2.5 | 9.5 | O=C(c1ccoc1)N1CCCC(Nc2ccc(F)c(F)c2)C1 (configuration not stated)
0.8 | 17.5 | CC(=O)c1sc(NC(=O)COc2c(C)cc(Cl)cc2C)nc1C
-1.3 | 4.2 | Cc1cc(C)nc(SCCc2ccncc2)n1
-0.3 | 2.2 | O=C(OCC(=O)N1CCCCCC1)c1ccc[nH]c1=O
-0.9 | 7.9 | N#CC(C(=O)Nc1ccccc1)=C1CCCCC1
-5.0 | 0.3 | CC1C/C(=C/c2cccn2C)C(=O)/C(=C/c2cccn2C)C1 (configuration not stated)
-1.1 | 4.9 | COCCSc1nnc(NC(=O)Cc2ccccc2OC)s1
-2.8 | 5.0 | NC(=O)CSc1nc(O)cc(=O)n1-c1ccccc1
-1.2 | 4.3 | CCOc1ccc(OCCC(=O)OCC(=O)NCc2ccc(Cl)cc2)cc1
0.7 | 5.6 | O=C(O)c1cccc(C(=O)c2cccc(C(=O)O)c2)c1
0.5 | 18.9 | O=C(NCCc1ccccc1)C1CCC(=O)N(Cc2ccc(Cl)cc2)C1 (configuration not stated)
0.8 | 3.4 | Cc1ccc(SCC(=O)N2CCCC2)cc1
-1.9 | nt | CCOc1ccc(CCNC(=O)COC(=O)CCC(=O)c2cccs2)cc1OCC
-1.2 | nt | Cc1ccc(-c2ccc(=O)n(Cc3cc(C)ccc3C)n2)cc1
-2.6 | 15.7 | Cc1ccc(N(CC(=O)NC(C)C)C(=O)CCC(=O)Nc2ccccn2)cc1
3.6 | 35.5 | O=C(N/N=C\c1cn[nH]c1-c1ccccc1)c1ccc([N+](=O)[O-])cc1
-0.5 | 18.5 | COc1cccc(C(=O)NCCS(=O)(=O)N2CCc3ccccc3C2)c1
-0.4 | -0.7 | N#Cc1c(C(F)(F)F)cc(-c2ccc(Cl)c(Cl)c2)nc1SCCN1CCOCC1
-1.7 | 1.6 | Cc1cccc2c(=O)n3c(nc12)CCCCC3
-0.5 | 16.7 | Cc1ccc(/C=N/n2c(-c3cccnc3)n[nH]c2=S)s1

# Continued:
STK33 kinase inh | OX1R FRET antag | mol
-0.1 | 8.5 | N#CCCNc1c(Cl)cc(Cl)cc1C(=O)O
-0.7 | 8.8 | CCC(C)[C@H](NC(=O)Nc1cccc(Cl)c1)C(=O)O (some centres not stated)
-1.2 | 7.8 | CN(C(=O)c1cccc(C(=O)N(C)c2ccccc2)c1)c1ccccc1
1.4 | 16.2 | C=CC[C@@H](CC(=O)OC(C)(C)C)C(=O)OC[C@@H]1CCCN1C(=O)[C@@H](CC=C)CC(=O)N(CCO)Cc1ccccc1
0.5 | 21.6 | CCCOc1ccc(/C(O)=C2/C(=O)C(=O)N(CCCn3ccnc3)C2c2ccc(C)o2)cc1 (configuration not stated)
-0.4 | 2.8 | CCOC(=O)c1ccc2nc(NC(C)=O)sc2c1
0.5 | 44.2 | O=C(OC1CCOC1=O)c1ccc(N2CCCC2)c([N+](=O)[O-])c1 (configuration not stated)
-1.0 | 7.6 | CCOCC(=O)Nc1ccccc1C(=O)N1CCOCC1
-0.3 | 12.6 | Cn1c(=O)c2c(nc(N3CCNCC3)n2Cc2ccccc2Cl)n(C)c1=O
-1.0 | 34.3 | CCOc1ccccc1NC(=O)CSc1nnc(Cc2ccc(OC)cc2)c(=O)n1N
1.0 | -9.5 | CN(C)CCOC(=O)c1ccc(COc2ccccc2Br)o1
-0.6 | 24.9 | COc1ccc(C2C(C(C)=O)=C(O)C(=O)N2c2cccnc2)cc1OC (configuration not stated)
0.8 | 13.5 | CC1Cc2ccccc2N1C(=O)CSc1nnc2n1C(C)(C)Cc1ccccc1-2 (configuration not stated)
-0.3 | 40.8 | Cc1nc2ccccc2c(=O)n1/N=C/c1c(O)ccc2ccccc12
-1.2 | nt | O=C(O)CSc1nc2ccc(C(=O)c3ccccc3)cc2[nH]1
-0.1 | 7.3 | O=C(c1ccc(N2CCOCC2)c([N+](=O)[O-])c1)N1CCN(c2ccccc2F)CC1

# An excerpt of these results, field by field.
CCC(C)[C@H](NC(=O)Nc1cccc(Cl)c1)C(=O)O (some centres not stated)
  STK33 kinase inh = -0.7	OX1R FRET antag = 8.8
CC1Cc2ccccc2N1C(=O)CSc1nnc2n1C(C)(C)Cc1ccccc1-2 (configuration not stated)
  STK33 kinase inh = 0.8	OX1R FRET antag = 13.5
N#CCCNc1c(Cl)cc(Cl)cc1C(=O)O
  STK33 kinase inh = -0.1	OX1R FRET antag = 8.5
CN(C)CCOC(=O)c1ccc(COc2ccccc2Br)o1
  STK33 kinase inh = 1.0	OX1R FRET antag = -9.5
